S1P4 ag: human S1P4 receptor agonism. S1P4-expressing cell line, agonist reporter assay. activation, % at 4.98 µM. actives 0.35% (n = 220,000); in the data active = activation above about 11%;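 also: 0% = DMSO vehicle and 100% = reference agonist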
NPY Y1 blocker: NPY-Y1 (human) receptor antagonism | HEK293-CNG Y1 cells, membrane potential fluorescence; NPY at EC95, then isoproterenol | inhibition, % at 3.6 µM | actives 1% (n = 200,000) | P25929 | AID 1040;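 active = inhibition above the campaign mean inhibition of all tested compounds plus 3 SD, cut at about 20% in these data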;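 also: 0% = DMSO wells given NPY plus isoproterenol and 100% = isoproterenol alone without NPY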
Target sequence (P25929 whole entry, looked up): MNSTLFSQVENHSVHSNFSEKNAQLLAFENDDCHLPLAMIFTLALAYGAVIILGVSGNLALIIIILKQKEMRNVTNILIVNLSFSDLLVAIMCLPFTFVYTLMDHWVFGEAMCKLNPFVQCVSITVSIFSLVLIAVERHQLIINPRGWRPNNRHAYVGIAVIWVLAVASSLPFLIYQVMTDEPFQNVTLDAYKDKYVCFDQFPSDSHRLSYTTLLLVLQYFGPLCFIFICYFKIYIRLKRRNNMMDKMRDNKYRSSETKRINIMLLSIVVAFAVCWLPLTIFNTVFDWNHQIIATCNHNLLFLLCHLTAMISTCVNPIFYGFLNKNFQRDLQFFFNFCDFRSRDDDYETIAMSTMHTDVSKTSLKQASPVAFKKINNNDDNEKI
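Assay system: HEK293 Y1/CNG channel cell line; Doses: single compound dose of 3.6 µM, 0.4% DMSO; Timing: dye 3 h, compound 60 min room temperature, stimulation 45 min; Technique: Membrane-potential fluorescent dye readout; Measure: % inhibition of NPY effect.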
p47phox inh: blocks human p47phox regulatory protein of NADPH oxidases | p47phox/p22phox peptide binding, fluorescence polarization, 2 h | P14598 | inhibition, % at 24.7 µM | AID 1274 | actives 0.53% (n = 220,000);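 active = inhibition above about 30%, limit read from the data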;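 also: 0% = p47phox with labelled peptide and 100% = labelled peptide alone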
NPY1 pot ag: human NPY-Y1 potentiation or agonism, primary screen; P25929; NPY-Y1 expressing cells, potentiator/agonist activation; activation, % at 3.6 µM; actives 0.37% (n = 220,000); in the data active = activation above about 33%, passing the limit was not always enough;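 also: cells stimulated with NPY at EC10 then isoproterenol at EC100; 0% = low agonist plus stimulus and 100% = saturating agonist plus stimulus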
BaF3 parental: counter-screen for JAK2V617F inhibitors: parental Ba/F3 viability inhibitors; inhibition, % at 5.6 µM; AID 1486; CellTiter-Glo ATP luminescence; actives 1.1% (n = 220,000);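 active = inhibition above a per-campaign cutoff, the mean inhibition of all tested compounds plus 3 SD, cut at about 27% in these data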;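 also: 0% = DMSO wells and 100% = JAK Inhibitor I control wells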
CHOP inh: blocks CHOP induction under ER stress; actives 3.8% (n = 220,000); AID 2732; inhibition, % at 10 µM; CHO-K1 CHOP-promoter luciferase, tunicamycin-induced, 15-18 h;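 active = compounds that reduced the stress-induced luciferase reporter signal by more than about 70% of percent inhibition, limit read from the data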;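 also: 0% = tunicamycin plus vehicle and 100% = wells without tunicamycin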
Ba/F3 V617F tox: reduce viability of Ba/F3 cells dependent on JAK2V617F. actives 1.1% (n = 220,000). inhibition, % at 5.6 µM. Ba/F3 EpoR-JAK2V617F viability, ATP luminescence. AID 1446;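 active = inhibition above the campaign mean plus 3 SD over all tested compounds, cut at about 24% in these data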;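 also: cytokine-independent growth of Ba/F3 cells driven by EpoR plus mutant JAK2; 0% = DMSO-treated cells and 100% = JAK inhibitor I control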
NPY-Y2 PAM-ag: human NPY-Y2 potentiation or agonism, primary screen | cells expressing NPY-Y2, potentiator/agonist read-out | activation, % at 3.6 µM | actives 0.45% (n = 220,000) | AID 1359; in the data active = activation above about 27%;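 also: cells stimulated with NPY near EC25 plus isoproterenol at EC100; 0% = vehicle plus submaximal agonist and 100% = vehicle plus saturating agonist; some results beyond the cut were filed as inactive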
Target sequence (P49146 whole entry, looked up): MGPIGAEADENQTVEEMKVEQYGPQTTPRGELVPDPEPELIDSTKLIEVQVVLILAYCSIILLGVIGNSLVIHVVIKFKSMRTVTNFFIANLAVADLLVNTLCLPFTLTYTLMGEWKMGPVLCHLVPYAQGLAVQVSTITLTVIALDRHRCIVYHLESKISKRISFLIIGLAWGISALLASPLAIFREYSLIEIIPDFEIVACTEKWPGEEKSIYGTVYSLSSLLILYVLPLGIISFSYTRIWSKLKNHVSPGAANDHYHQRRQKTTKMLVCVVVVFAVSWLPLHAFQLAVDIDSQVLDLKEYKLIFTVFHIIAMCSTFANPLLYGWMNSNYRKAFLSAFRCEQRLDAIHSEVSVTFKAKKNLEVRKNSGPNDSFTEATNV
S1P4 antag: blocks the human S1P4 receptor; S1P4-expressing cells, antagonist mode, reporter read-out; O95977; inhibition, % at 4.98 µM; AID 1510; actives 0.26% (n = 220,000); in the data active = inhibition above about 29%;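 also: 0% = wells stimulated with agonist and 100% = vehicle wells without agonist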
Starred values were filed as active, the others as inactive; · = not tested or not shown. Rows are unselected (roughly 7.1% active in at least one column).

SMILES	S1P4 ag	NPY Y1 blocker	p47phox inh	NPY1 pot ag	BaF3 parental	CHOP inh	Ba/F3 V617F tox	NPY-Y2 PAM-ag	S1P4 antag
NC(=O)c1ccccc1NC(=O)/C=C/c1ccccc1	0.4	1	-11	-18	9	-23	1	-6	-17
COC(=O)CCC(=O)Nc1sc2c(c1C#N)CCCC2	0.9	14	-5	3	1	32	4	-20	4
CN1CCN(C(=O)Cn2c(=O)oc3cc(S(=O)(=O)NCc4ccccc4)ccc32)CC1	1.1	2	-12	11	3	29	0	-8	-19
O=C(NCc1n[nH]c(=S)n1-c1ccc(Br)cc1)c1ccc(S(=O)(=O)N2CCCC2)cc1	-0.6	-2	-6	18	6	0	1	4	-6
CCOC(=O)N1CCN(C(=O)C(=O)NN)CC1	0.7	-4	-7	-1	6	3	0	-16	5
Cc1cc(C)n2nc(C(=O)Nc3nnc(C4CC4)s3)nc2n1	1.6	-5	-4	0	-1	9	-3	9	2
CCCCc1nnc(NC(=O)CN2C(=O)c3ccccc3C2=O)s1	-1.6	6	-16	-11	3	-2	1	-1	-3
CCCSc1nsc(N)n1	-1.1	-1	-3	-21	4	-3	-2	8	0
CC1=NN(c2ccccc2)C(=O)/C1=C\c1sccc1C	0.7	·	5	1	-5	17	-3	-10	-6
CC(=O)Nc1ccc(NC(=O)C(C)OC(=O)CNC(=O)c2sc3ccccc3c2Cl)cc1 (stereo not given)	-0.6	11	-10	-14	4	-4	1	2	-7
O=C(NCCc1csc(-c2cccnc2)n1)c1ccccc1Br	0.0	·	-4	11	6	-1	-6	-19	14
O=C(Oc1ccccc1N1CCOCC1)c1ccccc1	0.7	·	1	-6	2	23	-4	-6	-4
Cc1ccc(NC(=O)C2CCCN(S(=O)(=O)c3c(C)noc3C)C2)nc1 (stereo not given)	1.7	4	-19	9	-1	11	-5	9	-24
CCCc1cc(-n2cnc3ccccc32)n2c(nc3ccccc32)c1C#N	1.3	0	-6	-30	4	27	-2	-21	-1
O=C(Nc1cccc2ccccc12)c1ccccc1NS(=O)(=O)c1cccc2cccnc12	-0.2	6	-16	7	4	20	-3	7	-6
C/C(=N\Nc1nc(Cl)c(Cl)cc1Cl)c1ccc(S(=O)(=O)NCc2ccco2)cc1	-0.2	3	-15	-16	7	87*	2	7	-7
CCOc1ccc(C(=O)Nc2ccccc2N2CCOCC2)cc1	0.1	-4	-13	15	2	19	-1	-1	-8
Nc1nc(NCc2ccccc2)nc(-c2ccccc2)n1	5.6	2	-5	-17	3	17	-2	-4	-11
CN1N=C(C(C)(C)C)CSC1=Nc1ccc(F)cc1	-1.1	·	-22	-14	-3	-15	2	1	6
O=C(CCC(=O)c1cccs1)OCC(=O)c1ccc(Cl)s1	-1.6	1	8	-1	6	29	2	-1	-8
O=C(O)Cc1ccc(NS(=O)(=O)c2c(Cl)cccc2Cl)cc1	1.7	1	-5	-4	6	12	3	-3	-5
Cc1ccc(S(=O)(=O)N(C)C)cc1NC(=O)CCc1c[nH]c2ccccc12	-0.5	2	3	-18	11	14	7	-4	-14
Cc1ccc(C(=O)NNC(=S)Nc2cccc3ccccc23)s1	3.9	5	6	2	1	16	-3	13	7
O=C1N(Cc2cccnc2)C[C@@H]2C[C@@H](c3ccc4nsnc4c3)N3CCC[C@@]123	-0.6	0	0	11	8	3	5	-16	-12
S=c1[nH]nc(-c2ccn[nH]2)n1-c1ccccc1Cl	0.0	·	7	5	1	-1	0	7	-5
COc1ccc(N(CC(=O)O)S(C)(=O)=O)cc1OC	-0.2	6	-4	-4	5	3	-3	7	2
O=C(CSc1ncn(-c2ccccc2)n1)Nc1nc2c(s1)CCCC2	2.9	12	-28	-32	5	-5	-2	-12	-1
Cc1cc(C)n(CC(C)NC(=O)c2cc(COc3c(F)cccc3F)on2)n1 (stereo not given)	0.2	3	-4	-12	1	13	0	-12	-14
COc1ccc2cc(C(=O)C3CCCN(C(=O)c4cnccn4)C3)ccc2c1 (stereo not given)	-0.2	·	-4	-3	4	14	-6	-5	-1
CCNCc1nc2cc(Cl)ccc2c(=O)[nH]1	1.3	11	-7	1	10	1	3	-6	-18
O=C(CCN1C(=O)c2cccc3cccc(c23)C1=O)Nc1ccon1	0.7	3	-12	1	2	-15	0	-5	-1
Cc1ccc(S(=O)(=O)N2CCN(Cc3ccsc3)CC2)cc1	0.0	-3	-9	-1	7	-1	2	19	0
COc1ccc(-c2csc3ncn(CC(=O)N4CCOCC4)c(=O)c23)cc1	2.8	-5	-6	2	6	9	-3	7	-18
CCOC(=O)C1CCN(C(=O)COc2cc(C)c(Br)cc2C)CC1	1.3	-4	-3	-23	2	34	1	-15	-15
COc1cccc(N=C2SC(C(=O)Nc3ccc(F)cc3)CC(=O)N2C)c1 (stereo not given)	0.9	-1	-8	13	7	9	-1	-1	-4
CCCC[n+]1c(C)sc2ccc(C)cc21	0.3	2	-12	9	2	14	0	8	10
CCOc1ccc(/C(O)=C2/C(=O)C(=O)N(CCOCCO)C2c2cccnc2)cc1 (stereo not given)	-1.4	3	-12	7	4	-2	0	-10	-3
CCn1c(=N)c(S(=O)(=O)c2ccc(C)cc2)cc2c(=O)n3ccccc3nc21	0.7	-5	20	-9	6	-21	-2	-1	-20
CCSc1cc(C)nc2c(-c3ccccc3)c(C)nn12	1.1	9	-7	-20	4	19	-1	-1	2
O=C(CCc1nnc(-c2ccsc2)o1)NCc1ccccc1OC(F)(F)F	2.0	6	-1	-6	5	13	2	-10	-22
Cc1cc(NC(=O)c2cc(C(C)C)on2)no1	1.5	-2	-5	-1	6	50	0	-2	-5
Cc1ccc(-n2nc(C)c(NC(=O)CCl)c2C)cc1	1.1	4	0	3	1	-74	-2	0	-18
COc1ccc(-n2c(C)nc(N)c2C(=O)c2ccccc2)cc1	3.4	·	-7	2	0	-12	-4	11	-7
O=C(c1ccco1)N1CCN(Cc2nnnn2CCc2ccccc2)CC1	1.7	-2	-8	-4	4	-11	4	3	-11
O=C(NCc1ccccc1)c1sc(=S)n2c1[nH]c(=O)c1ccccc12	1.8	5	-40	1	1	2	-2	-19	-19
Cc1cc(C)cc(NC(=O)C2CCCN(c3nccc(C)n3)C2)c1 (stereo not given)	0.0	9	4	-9	-2	60	-3	-8	-20
O=C(OCc1ccco1)c1cccnc1	1.9	1	-14	21	5	-3	-1	8	-5
CCN(CC)C(=O)Nc1ccc(C(=O)OC)cc1	-0.3	9	-13	-9	1	10	-3	9	-6
COC(=O)c1ccccc1NC(=O)CCCn1nc([N+](=O)[O-])cc1C	1.0	2	-1	-5	9	4	1	-2	-12
Cc1cc(C)nc(SCCS(=O)(=O)Cc2ccc(Cl)cc2)n1	-0.5	-2	-10	-13	2	36	-2	-1	-5
COCCN1C(=O)C(=O)/C(=C(/O)c2cccc(OC)c2)C1c1ccc(C)o1 (stereo not given)	-1.2	-3	-9	12	2	7	-4	6	2
COC(=O)C1=C(C)NC(=O)NC1c1ccc(-c2ccc(F)cc2)o1 (stereo not given)	-0.9	0	-1	-3	5	17	7	-8	5
CCOc1cc(NC(=O)C2CCCO2)c(OCC)cc1NC(=O)C1CC1 (stereo not given)	0.2	6	-7	2	3	15	-1	-2	-17
COCCCn1c(SCC(=O)Nc2ccc(NC(=O)c3ccco3)c(OC)c2)nc2ccccc2c1=O	-0.4	9	14	-16	2	2	1	-1	-4
COC(=O)CSc1ccccc1C(=O)OC	0.1	0	-7	11	-3	-9	-5	2	-4
COC1(C)CC2C(CC1OC(=O)c1cc([N+](=O)[O-])cc([N+](=O)[O-])c1)C2(C)C (stereo not given)	-0.9	-3	4	-12	8	22	3	-3	-5
COC(=O)c1ccccc1NC(=O)CN(c1ccc(OC)cc1)S(C)(=O)=O	-0.3	3	-5	17	5	2	1	0	-5
CCn1cc(C(=O)NC(C)C2CC3CCC2C3)cn1 (stereo not given)	0.6	5	-3	-14	7	6	0	2	-11
Cc1cccc(NC(=O)c2sc3nc(-c4ccc(F)cc4)cn3c2C)n1	0.8	3	-22	3	1	35	2	2	5
COc1ccc(-n2c(SCC(=O)NCc3cccs3)nnc2-c2ccoc2C)cc1	0.1	1	-3	8	7	13	0	21	-8

Going on with the list.
SMILES	S1P4 ag	NPY Y1 blocker	p47phox inh	NPY1 pot ag	BaF3 parental	CHOP inh	Ba/F3 V617F tox	NPY-Y2 PAM-ag	S1P4 antag
Cc1ccc2[nH]c(=O)c(-c3noc(-c4ccncc4)n3)cc2c1	-2.9	1	·	7	3	·	3	0	-21
CC(=O)c1c(C(C)=O)c(C)n(Cc2ccc(Cl)cc2)c1C	1.6	-6	-3	-11	6	22	-1	-5	12
Cc1ccc2c(c1)c1nnc(SCC(=O)N3CCN(c4ccc(F)cc4)CC3)nc1n2CC(=O)O	-0.6	11	-9	1	2	11	-4	-14	3
CCc1ccc(OCC(=O)NC(=S)Nc2ccc(S(=O)(=O)NC3CCCCC3)cc2)cc1	-0.8	3	-17	-3	6	56	3	-10	-12
CCC(Sc1nc2ccccc2c(=O)[nH]1)C(=O)O (stereo not given)	-1.5	4	-3	-6	0	4	-2	-7	8
O=C(NCC1CCCO1)C(=Cc1cccc([N+](=O)[O-])c1)C(=O)NCC1CCCO1 (stereo not given)	0.0	5	-3	-6	-1	-5	5	5	-8
CC(C)n1cc(CN2CCCC(CO)(Cc3cccc(Cl)c3)C2)cn1 (stereo not given)	-2.0	-7	-7	-5	-1	9	-1	-1	-4
CCCC(=O)Nc1nnc(CCN2CCCCC2)s1	1.1	7	-34	17	0	5	-1	11	-8
Cc1cc(S(=O)(=O)N2CCN(c3ccccc3C)CC2)ccc1F	-0.9	8	-14	-22	6	42	4	-12	-35
COc1ccccc1C(=O)ON=C1c2ccccc2-c2ccccc21	1.2	10	-14	-11	3	16	2	-6	-23
CC(=O)/C=C(\C)Nc1ccc(-c2cnc(-c3ccccc3)o2)cc1	0.6	-8	-9	20	5	34	-3	22	-5
CSc1nsc(SC)c1C(N)=O	0.2	·	-12	5	0	5	-3	0	3
CSCCC(NC(=O)c1ccc([N+](=O)[O-])cc1Cl)C(=O)OCC(=O)NCC(F)(F)F (stereo not given)	0.5	-1	-6	-24	2	-2	-4	7	-18
O=[N+]([O-])c1ccc(O)c(C=Nc2ccc3c(c2)OCCO3)c1	0.4	-2	-7	-6	8	50	0	-7	-8
Cc1ccc(C)c(N2CCN(C(=O)Cc3cn(C)c4ccccc34)CC2)c1	-3.6	-5	-12	-26	12	74*	1	-8	-12

Filtered by structure: the entries above containing a furan ring, fused or not
SMILES	S1P4 ag	NPY Y1 blocker	p47phox inh	NPY1 pot ag	BaF3 parental	CHOP inh	Ba/F3 V617F tox	NPY-Y2 PAM-ag	S1P4 antag
C/C(=N\Nc1nc(Cl)c(Cl)cc1Cl)c1ccc(S(=O)(=O)NCc2ccco2)cc1	-0.2	3	-15	-16	7	87*	2	7	-7
O=C(c1ccco1)N1CCN(Cc2nnnn2CCc2ccccc2)CC1	1.7	-2	-8	-4	4	-11	4	3	-11
O=C(OCc1ccco1)c1cccnc1	1.9	1	-14	21	5	-3	-1	8	-5
COCCN1C(=O)C(=O)/C(=C(/O)c2cccc(OC)c2)C1c1ccc(C)o1 (stereo not given)	-1.2	-3	-9	12	2	7	-4	6	2
COC(=O)C1=C(C)NC(=O)NC1c1ccc(-c2ccc(F)cc2)o1 (stereo not given)	-0.9	0	-1	-3	5	17	7	-8	5
COCCCn1c(SCC(=O)Nc2ccc(NC(=O)c3ccco3)c(OC)c2)nc2ccccc2c1=O	-0.4	9	14	-16	2	2	1	-1	-4
COc1ccc(-n2c(SCC(=O)NCc3cccs3)nnc2-c2ccoc2C)cc1	0.1	1	-3	8	7	13	0	21	-8

Screening results from PubChem.
